GAA inh: qHTS Assay for Inhibitors of Human alpha-Glucosidase as a Potential Chaperone Treatment of Pompe Disease; Lysosomal alpha-glucosidase (Homo sapiens), P10253; purified human GAA, 4-MU-alpha-glucoside fluorescence; Potency, µM (series often up to 76.9 µM), for inactives: top-dose activity change, negative = inhibition, actives largely listed as inhibitors; 200,000 tested, 0.005% active;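 also: potency is read from the fitted curve at half-maximal effect; plate controls were uninhibited enzyme wells for no effect and no-enzyme background for full effect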
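Fluorescence at Ex 365/Em 440 nm from 4-methylumbelliferone reported enzyme activity after 20 min at room temperature. Reactions used 4 nM enzyme and 400 uM substrate at pH 5.0; curves fitted with the Hill equation.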
HTT cytoprotect: qHTS Multiplex Assay to Identify Dual Action Probes in a Cell Model of Huntington: Cytoprotection (ATP); PC12 HTT-Q103 induced, cytoprotection, ATP luminescence, 40 h; Potency, µM (doses to about 56.4 µM), for inactives: cytoprotection (ATP increase), most hits filed as activators; 230,000 tested, 0.14% active; AID 1471, 2008;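 also: potency is read from the fitted curve at half-maximal effect; % of control where 0% means no effect; nearly all actives have a fitted effect of over 45% in size; toxic huntingtin expression switched on by the ecdysone agonist tebufenozide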
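ATP quantification (ATPlite) reports survival of PC12 cells in which tebufenozide, 100 nM final, switches on Htt exon 1 with 103 glutamines linked to GFP; compounds are titrated.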
HttQ103 aggreg: qHTS Multiplex Assay to Identify Dual Action Probes in a Cell Model of Huntington: Aggregate Formation (GFP). Potency, µM (highest dose often 46.1 µM), inactives show at the highest dose activity change, negative = inhibition, most hits filed as inhibitors. 220,000 tested, 1.1% active. PC12 HttQ103-GFP aggregates, Acumen cytometry, 40 h. AID 1688, 2009; also: potency is read from the fitted curve at half-maximal effect; % is scaled to controls: 0 for no effect and ±100 for the full control effect; nearly all actives have a fitted effect of over 60% in size
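Aggregate formation scored by laser-scanning cytometer (488 excitation, 500–530 emission) in lysed PC12 cells expressing Q103-GFP after 100 nM tebufenozide induction; library tested in dose series, with ATPLite reagent added in the multiplex.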
Lamin A splicing: qHTS Assay for Modulators of Lamin A Splicing; Potency, µM (series often up to 46.1 µM), for inactives: at the highest dose ratio change, negative = inhibition, most hits filed as inhibitors; AID 1487, 2009; HeLa LMNA splicing GFP/RFP minigene ratio, 48 h; 200,000 tested, 0.01% active; active = well fitted inhibition curve with a large enough effect in the signal ratio, with a control signal flat, not every such curve was filed as active; inconclusive = small, poorly fitted or top-dose-only effect, or effect the other way, or a change in a side signal; the % refers to the signal ratio; also: potency is read from the fitted curve at half-maximal effect; % is scaled to controls: 0 for no effect and ±100 for the full control effect
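Read-out is the ratio of GFP to DsRed2 object intensity, acquired by 488 nm laser-scanning cytometry on HeLa lamin A-EGFP minigene reporter cells. Compound incubation 48 hrs at 37 °C in Opti-MEM with 2% FBS; DMSO 0.5% final.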
CBFb-RUNX1 inh: qHTS Assay for Compounds Blocking the Interaction Between CBF-beta and RUNX1 for the Treatment of Acute Myeloid Leukemia; AlphaScreen CBFb-His/RUNX1-biotin binding, biochemical; Potency, µM (series often up to 59.8 µM), for inactives: top-dose activity, negative = inhibition, hits mostly inhibitors; 230,000 tested, under 10 active; also: % of control where 0% means no effect
Target sequence (Q01196 whole entry, looked up): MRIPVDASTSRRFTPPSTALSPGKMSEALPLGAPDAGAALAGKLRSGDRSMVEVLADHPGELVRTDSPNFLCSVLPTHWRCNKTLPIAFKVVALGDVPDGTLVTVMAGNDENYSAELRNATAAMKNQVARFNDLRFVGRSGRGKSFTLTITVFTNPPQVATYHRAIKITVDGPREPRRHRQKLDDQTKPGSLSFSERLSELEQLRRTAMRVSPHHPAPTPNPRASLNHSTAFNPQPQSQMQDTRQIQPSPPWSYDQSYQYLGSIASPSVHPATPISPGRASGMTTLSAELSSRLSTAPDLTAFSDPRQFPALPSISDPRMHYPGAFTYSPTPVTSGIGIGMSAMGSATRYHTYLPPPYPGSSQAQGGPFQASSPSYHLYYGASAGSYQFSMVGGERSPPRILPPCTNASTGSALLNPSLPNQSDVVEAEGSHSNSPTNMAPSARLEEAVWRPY
Target sequence (Q13951 whole entry, looked up): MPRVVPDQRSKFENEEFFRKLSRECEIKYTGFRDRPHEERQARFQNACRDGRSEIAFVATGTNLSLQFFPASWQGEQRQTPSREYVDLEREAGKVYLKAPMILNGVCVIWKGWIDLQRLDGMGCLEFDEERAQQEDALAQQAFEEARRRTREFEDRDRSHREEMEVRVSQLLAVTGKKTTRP
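CBF-beta (His) and RUNX1 (biotin), 30 nM each; 20 min preassociation; + compound, 15 min; + beads 50 ng each (Ni, streptavidin), 90 min; RT; AlphaScreen read.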
aGlu spleen mod: qHTS Assay for Inhibitors and Activators of Human alpha-Glucosidase From Spleen Homogenate | AID 2112, 2009 | Potency, µM (top dose mostly 79.9 µM), for the others: top-dose activity change, negative = inhibition, usual class: inhibitors | human spleen homogenate, 4-MU-alpha-glucoside fluorescence | 240,000 tested, 0.006% active | Lysosomal alpha-glucosidase (Homo sapiens), P10253;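 also: potency is read from the fitted curve at half-maximal effect; 0% = enzyme with vehicle and -100% = no enzyme basal signal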
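Enzyme source: human spleen homogenate, 1 ug/well. Buffer 50 mM citric acid/K phosphate pH 5.0, 0.01% Tween-20. 4-MU-alpha-glucoside 1 mM; 37 C x 40 min; NaOH/glycine stop; fluorescence.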
GAA glycogen: qHTS Assay for Inhibitors and Activators of Human alpha-Glucosidase Cleavage of Glycogen. 300,000 tested, 0.38% active. recombinant GAA, glycogen substrate, Amplex Red glucose oxidase fluorescence. Potency, µM (highest dose often 76.4 µM), without a hit: at the top dose activity change, negative = inhibition, usual class: inhibitors. AID 2100, 2009. Lysosomal alpha-glucosidase (Homo sapiens), P10253;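 also: potency is read from the fitted curve at half-maximal effect; 0% = full enzyme reaction and -100% = no-enzyme basal signal; the screen sought inhibitors and activators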
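Recombinant human alpha-glucosidase (4 nM final) hydrolysed bovine liver glycogen (30 ug) for 40 min at 37 C in pH 5.0 citrate/phosphate with 0.01% Tween-20. Released glucose detected by glucose oxidase/Amplex Red, Ex 573/Em 610 nm. Compounds up to 77 uM; AC50 from Hill fits.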
Active calls of the source: *; u = inconclusive; x = no result given; [ ] = dose if it differs, or a comment. Unless noted, calls follow the shape of the dose curve; as a rule, active = well fitted curve in the direction sought with a large enough effect; inconclusive = small, poorly fitted or top-dose-only effect, or another doubt; inactive = no such curve, though single readings can be large; an effect the other way counts as inactive or inconclusive.

SMILES	GAA inh	HTT cytoprotect	HttQ103 aggreg	Lamin A splicing	CBFb-RUNX1 inh	aGlu spleen mod	GAA glycogen
Cc1ccc(C2(CCNS(=O)(=O)c3ccc(C)cc3)CCOC(C(C)C)C2)cc1 (centres undefined)	u	12.9%[10 µM]	-8.2%	u	-9.8%	-1.2%	-1.0%
O=C(NCC(=O)N(c1cccnc1)C(C(=O)NC1CCCCC1)c1cccnc1)c1ccco1 (centres undefined)	-0.6%	-0.8%[10 µM]	-8.2%	-0.3%	9.6%	2.4%	-5.9%
CC(=O)N1CCN(C(=O)CC2OC(=O)c3ccccc32)CC1 (centres undefined)	4.1%	-25.1%	-8.2%	u	5.7%	-3.5%	9.8%
CCOC(=O)Cn1cc(C=O)c2ccccc21	-1.6%	6.7%	-4.9%	4.9%	1.3%	9.1%	2.9%
COc1ccc2c(c1)c(=O)c(C(=O)c1ccccc1)cn2Cc1ccccc1	4.7%	x	15.9%	u	8.0%[2.36 µM]	-8.9%	-11.3%
Cc1c(C(=O)O)oc2c1ccc1ccccc12	-6.5%	-6.1%	-4.9%	u	5.7%	4.6%	5.2%
COc1ccc(C(=O)O)cc1S(=O)(=O)N(C)CCc1cccnc1	-11.3%	3.2%	4.9%	1.5%	3.6%	3.7%	-1.0%
Cc1ccccc1NC(=O)CC1c2ccccc2CC(C)(C)N1C (centres undefined)	-3.8%	7.8%[10 µM]	-5.0%[9.22 µM]	-7.6%[46 µM]	5.3%	6.2%	u
CC(C)CNC1=C(C(=S)Nc2ccccc2)C(=O)CC(C)(C)C1	-3.0%	2.9%[10 µM]	-7.7%	0.2%	5.8%	4.0%	-6.2%
CSCCCNC(=S)N1CCN(c2ccc(C(C)=O)cc2)CC1	-6.6%	-23.7%	-8.5%	x	2.0%	-0.8%	-0.1%
Cc1ccc(S(=O)(=O)Nc2cc(=O)[nH]c(SCC(=O)Nc3cccc(C)c3)n2)cc1	x	1.4%[10 µM]	-4.9%[9.22 µM]	x	6.1%	1.3%	1.8%
CCCc1ccc(OC(=O)c2cccs2)cc1	-3.9%	-2.5%	7.7%[9.22 µM]	5.9%	0.6%	-4.1%	-0.5%
CCCn1c(N)c(C(=O)CSc2nnc(-c3cccnc3)n2-c2ccc(C)cc2C)c(=O)[nH]c1=O	-0.2%	7.2%[10 µM]	2.5%	-12.9%	0.2%	-2.2%	3.7%
O=C(Cc1ccccc1)NC(=S)Nc1ccc2oc(-c3ccccc3)nc2c1	-5.3%	-1.8%[10 µM]	-9.6%	-14.6%	1.8%	-1.7%	10.3%
Cc1ccc(-c2nnc(SCC(=O)Nc3ccc(S(=O)(=O)N4CCCCCC4)cc3)o2)cc1	2.7%	-17.3%[10 µM]	-6.1%	9.2%	-6.7%	-16.3%	-6.4%
COc1ccccc1-n1cnnc1SCC(=O)Nc1nc(C)c(Cl)cc1Cl	9.1%	-0.4%[10 µM]	-13.6%	-7.3%	7.2%	-2.5%	-2.7%
CC(Sc1nc2ccccc2c(=O)n1Cc1ccco1)C(=O)c1ccccc1 (centres undefined)	-7.3%	-8.5%	-13.6%	5.3%	12.3%	-0.9%	0.8%
O=C(Oc1coc(CSc2nnc(NC(=O)C3CC3)s2)cc1=O)c1c(F)cccc1F	3.3%	-32.3%[inhibitor]	-5.6%	x	-26.6%	-0.8%	2.6%
COc1ccc([N+](=O)[O-])c(S(=O)(=O)c2ccc(Cl)cc2)n1	x	-54.7%[inhibitor][10 µM]	u	x	-2.6%	12.1%	-5.5%
Cc1ccc2nc(-c3ccc(NS(C)(=O)=O)cc3)cc(-c3ccccc3)c2c1	4.9%	-49.6%	-10.7%	u	-1.2%	-7.5%	-5.3%
COc1cc(N2CCCC2)c(OC)cc1/C=C(/C#N)c1ccc(Br)cc1	-1.6%	6.7%	-16.6%	14.2%	-7.2%	-6.2%	11.6%
Cc1ccc(/C=c2\sc3n(c2=O)CN(c2cccc(Br)c2)CN=3)o1	-8.6%	13.9%	-14.5%	0.4%	-1.9%	-4.9%	-5.7%
O=C(Oc1ccccc1C(=O)N1CCOCC1)c1ccc(F)cc1	x	0.7%[10 µM]	8.4%[9.22 µM]	x	0.5%	5.1%	4.0%
Oc1ccc(/C=N/n2c(-c3ccco3)csc2=Nc2cccnc2)c(O)c1	0.7%	24.5%[10 µM]	u	11.9%	u	-14.5%	0.4%
COC(=O)Cc1ccc(NC(=S)NCc2ccccc2OC)cc1	-9.5%	27.2%[10 µM]	1.4%[9.22 µM]	11.7%[46 µM]	2.5%	-3.3%	-6.4%
COc1ccc2c(c1)CCCN2C(N)=Nc1ccc(Cl)cc1	x	10.2%[10 µM]	8.5%[9.22 µM]	x	13.7%	-8.7%	2.0%
O=C(Cc1ccccc1)N1CCN(C(=O)c2ccco2)CC1	1.9%	-1.4%[10 µM]	2.4%	-2.4%	-1.9%	-1.6%	-5.0%
CCOC(=O)C1CCCc2c1[nH]c1c(C(=O)O)cccc21 (centres undefined)	0.7%	-14.8%[10 µM]	-16.5%	16.6%	-2.6%	-1.1%	1.1%
Clc1ccc(-c2nnc(SCc3nc(-c4ccccc4)no3)o2)cc1	6.2%[15.4 µM]	-2.3%	8.3%	-1.2%	5.5%	-0.1%	1.4%
COc1ccc(N=C2SC(C(N)=O)CC(=O)N2Cc2ccc3c(c2)OCO3)cc1 (centres undefined)	-30.3%	-2.3%[10 µM]	13.2%[9.22 µM]	x	-4.5%	-6.4%	-2.1%
COc1ccc2cc3cc(C(=O)NCc4ccc5c(c4)OCO5)oc3nc2c1	u	-27.4%	-0.6%	-2.7%	-15.6%	-4.8%	-8.2%
CCOc1ccc(S(=O)(=O)Nc2ccc(S(=O)(=O)N3CCCC3)cc2)cc1	-9.5%	-19.9%	-4.0%	-11.4%	-1.7%	-5.4%	-7.9%
CN(C)c1nc2ccc(OCCN3CCCCC3)cc2s1	12.4%	-12.9%	-6.5%[9.22 µM]	11.9%	3.4%	1.3%	9.2%
CCOC(=O)N1CCN(S(=O)(=O)c2cc(Br)cnc2N)CC1	-4.5%	-24.0%	-13.9%	7.7%	-1.9%	6.2%	-17.3%
CC1Cn2c(nnc2C23CC4CC(CC(C4)C2)C3)S1 (centres undefined)	u	-7.5%	-4.4%	12.0%	-1.3%	1.7%	-2.2%
CC(=O)c1sc(NC(=O)COc2ccc([N+](=O)[O-])cc2)nc1C	-9.9%	16.1%[10 µM]	6.0%[9.22 µM]	u	3.5%	2.0%	19.0%
CCOC(=O)N1CCN(C(=O)c2ccc(CNS(=O)(=O)c3ccc(C)cc3)cc2)CC1	-25.3%	-21.8%	-12.6%	u	2.0%	-9.3%	7.7%
C/C(=N\NC(=O)c1ccc(C)cc1)C1C(=O)c2ccccc2C1=O	-6.9%	39.6%[10 µM]	u	u	-18.0%	-10.7%	-7.2%
O=C(Nc1ccccc1)/C(=C/c1ccc([N+](=O)[O-])cc1)NC(=O)c1ccccc1	7.8%	7.5%[10 µM]	-0.5%	-14.2%	4.7%	-3.4%	6.0%
O=C(NCc1ccc2c(c1)OCO2)c1ccc(Cl)c(S(=O)(=O)N2CCOCC2)c1	-4.0%	-4.8%	21.9%	u	4.1%	1.4%	0.3%
CNC(=S)N1CCn2cccc2C1c1cc(OC)c(OC)c(OC)c1 (centres undefined)	-7.9%	-22.4%	19.7%	u	-3.9%	x	2.5%
CCn1c(O)c(C=C2N=c3ccccc3=N2)sc1=S	3.7%	-26.3%	-10.3%	x	-5.1%	1.2%	-6.2%
COC(=O)C(C(=O)OC)[C@@H]1c2ccccc2[C@H]2C(=C[C@@H](C)[C@H]3C(=O)N(c4ccccc4)C(=O)[C@H]32)N1C(=O)OC	x	-33.3%[10 µM]	x	u	-3.5%[13.1 µM]	21.0%[17.4 µM]	x
Cc1nn(-c2cccc(C(F)(F)F)c2)c(=O)c2noc(C)c12	2.5%[15.4 µM]	-4.0%[10 µM]	-9.1%[9.22 µM]	x	-1.7%	-9.1%	6.3%
CCc1ccccc1NC(=O)c1cc2ncc(Br)cn2n1	12.4%	-2.3%	-2.1%	10.7%	-23.8%	-1.9%	0.1%

As a working copy, some entries already given:
SMILES	GAA inh	HTT cytoprotect	HttQ103 aggreg	Lamin A splicing	CBFb-RUNX1 inh	aGlu spleen mod	GAA glycogen
CNC(=S)N1CCn2cccc2C1c1cc(OC)c(OC)c(OC)c1 (centres undefined)	-7.9%	-22.4%	19.7%	u	-3.9%	x	2.5%
CCn1c(O)c(C=C2N=c3ccccc3=N2)sc1=S	3.7%	-26.3%	-10.3%	x	-5.1%	1.2%	-6.2%

Continued.
SMILES	GAA inh	HTT cytoprotect	HttQ103 aggreg	Lamin A splicing	CBFb-RUNX1 inh	aGlu spleen mod	GAA glycogen
COCCOC(=O)C1=C(C)N=C2SCCC(=O)N2C1c1cccs1 (centres undefined)	u	26.0%[10 µM]	-7.3%[9.22 µM]	x	-0.2%	0.5%	-1.2%
CCS(=O)(=O)c1ccc2oc(Nc3cc(C)cc(C)c3)nc2c1	-4.8%	-51.5%[inhibitor]	-4.7%	u	2.0%	-8.7%	-0.7%
CCCCCCc1cc2cc(S(=O)(=O)c3ccc(F)cc3)c(=O)oc2cc1O	u	-30.0%[10 µM]	u	u	-4.0%	-4.7%	12.8%
COc1cc(CN=Cc2c(O)n(Cc3ccccc3)c(=S)[nH]c2=O)cc(OC)c1	x	-15.1%[10 µM]	-0.3%[9.22 µM]	x	11.1%	3.2%	5.1%
CC(OC(=O)c1ccc(NS(=O)(=O)c2cccs2)cc1)C(=O)N(C)C1CCCCC1 (centres undefined)	-11.6%	19.2%[10 µM]	-4.9%	u	-4.5%	0.1%	-18.0%

Screens as filed in PubChem.
